STAT3 blocker – inhibitors of IL-6 induced STAT3 signaling | inhibition, % at 5.5 µM | 190,000 compounds, 0.89% hits | U3A cells, IL-6 STAT3-luciferase reporter, luminescence; host cell line lacks STAT1;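 active means inhibition above the mean inhibition across all screened compounds plus 3 SD, cut at about 44% in these data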;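 further: 0% = DMSO only wells and 100% = 100 µM nifuroxazide control wells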
bIAP activator – increases bovine intestinal alkaline phosphatase activity | purified bovine IAP, CDP-star luminescence, 30 min; active compounds read high; fold of DMSO-control signal, blank-subtracted | activation factor at 20 µM | 200,000 compounds, 0.17% hits;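 active means activation factor of 2 or more at 20 µM, a signal rise over negative controls twice the positive control's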
PPARg SRC-1 ag – promotes SRC-1 coactivator recruitment by human PPARgamma | AID 631 | P37231 | 200,000 compounds, 0.41% hits | activation, % at 8 µM | PPARgamma-SRC-1 coactivator recruitment biochemical assay; in the data active means activation above about 19%;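 further: 0% = DMSO and 100% = reference agonist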
Target sequence (P37231 whole entry, looked up): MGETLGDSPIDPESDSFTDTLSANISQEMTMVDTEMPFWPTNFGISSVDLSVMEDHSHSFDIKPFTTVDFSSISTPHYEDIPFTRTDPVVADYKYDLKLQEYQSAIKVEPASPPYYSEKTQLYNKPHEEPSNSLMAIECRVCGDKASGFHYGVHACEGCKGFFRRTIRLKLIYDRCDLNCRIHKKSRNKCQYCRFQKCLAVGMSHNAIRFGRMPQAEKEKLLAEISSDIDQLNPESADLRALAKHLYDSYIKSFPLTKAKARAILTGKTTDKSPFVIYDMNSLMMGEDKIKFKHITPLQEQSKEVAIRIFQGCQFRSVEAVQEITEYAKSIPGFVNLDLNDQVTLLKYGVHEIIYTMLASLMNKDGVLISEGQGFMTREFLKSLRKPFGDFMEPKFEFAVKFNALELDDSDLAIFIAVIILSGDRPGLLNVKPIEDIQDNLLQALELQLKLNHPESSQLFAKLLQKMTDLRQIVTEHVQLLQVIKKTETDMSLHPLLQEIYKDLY
TNAP act hi DEA – activators of human TNAP at high phosphate acceptor concentration. 200,000 tested, under 10 active. AID 1136. purified TNAP, CDP-star luminescence, 1 M DEA, 30 min; active compounds read high; 0 = EDTA background, 1 = DMSO-only activity. activation factor at 20 µM;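 active means activation factor at least 2 at 20 µM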
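Dosing: 20 µM single point. System: human TNAP. Amount: TNAP 1/800 final. Incubation: 30 min, room temperature. Read-out: TNAP activation factor scaled between EDTA and DMSO control wells. Signal: luminescence from CDP-star hydrolysis. Medium: 1 M DEA, pH 9.8, Mg2+, Zn2+. Control set: EDTA negative control, DMSO positive control.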
PPARg SRC-2 ag – agonists of SRC-2 recruitment by human PPARgamma | 200,000 compounds, 0.34% hits | PPARgamma LBD-SRC-2 recruitment, biochemical | activation, % at 8 µM | P37231; in the data active means activation above about 22%;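 further: 0% = vehicle and 100% = reference agonist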
ROMK mod – modulators of human ROMK potassium channel | 130,000 compounds, 2% hits | B-score at 10 µM | Tet-inducible ROMK, thallium flux fluorescence; actives lie on both sides | P48048 | AID 1918;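 active means signal ratio slope over the read window, or its plate-corrected B-score, at least 3 SD from the plate mean, either direction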;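 further: B-score of the F/F0 ratio slope over 7 to 12 s after thallium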
Target sequence (P48048 whole entry, looked up): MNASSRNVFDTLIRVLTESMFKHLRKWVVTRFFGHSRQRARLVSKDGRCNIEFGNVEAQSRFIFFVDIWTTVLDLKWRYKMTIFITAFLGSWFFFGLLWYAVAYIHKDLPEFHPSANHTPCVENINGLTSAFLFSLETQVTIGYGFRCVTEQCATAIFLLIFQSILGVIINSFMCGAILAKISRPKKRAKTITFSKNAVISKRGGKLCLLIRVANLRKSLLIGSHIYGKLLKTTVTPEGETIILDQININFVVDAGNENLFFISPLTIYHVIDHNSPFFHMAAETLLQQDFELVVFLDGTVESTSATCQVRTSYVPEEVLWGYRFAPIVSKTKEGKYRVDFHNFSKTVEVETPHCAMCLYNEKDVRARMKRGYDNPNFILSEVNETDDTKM
PPARg SRC3 recr – promotes SRC-3 coactivator recruitment by human PPARgamma. P37231. biochemical PPARgamma/SRC-3 coactivator recruitment assay. activation, % at 8 µM. 200,000 compounds, 0.26% hits. AID 731; in the data active means activation above about 23%;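 further: 0% = DMSO and 100% = reference agonist; some compounds past the cut are filed as inactive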
STAT1 inh – reduces IFN-gamma driven STAT1 reporter signal | NIH 3T3 STAT1-luciferase reporter, luminescence | inhibition, % at 5.5 µM | 200,000 compounds, 0.35% hits;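 active means inhibition above a set limit, the mean inhibition across all tested compounds plus 3 SD, cut at about 34% in these data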;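 further: 0% = IFN-gamma with DMSO and 100% = IFN-gamma with 300 µM nifuroxazide; values of inactives mirror those of a sister screen read the other way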
STAT3 activator – increases IL-6 driven STAT3 reporter signal; U3A cells, IL-6 STAT3-luciferase reporter, luminescence; 100% = signal with IL-6 EC80 alone; 190,000 compounds, 0.91% hits; activation (% of control), % at 5.6 µM; AID 871;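 active means activation above the screen-wide mean of compound activation plus 3 SD, cut at about 130% in these data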;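 further: 0% = background luminescence of wells with medium and substrate only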
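Assay system – human STAT1-deficient U3A cells with stable STAT3-luciferase reporter · Also added – IL-6 (33 ng/mL) · Schedule – compound 1 h, then IL-6 6 h at 37 °C · Technique – reporter luminescence signal · Evaluation – % activation versus median of IL-6-stimulated wells · Benchmarks – IL-6-only wells as 100% reference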
SRC2 TRFRET art – counter-screen for PPARgamma SRC-2 recruitment agonists: TR-FRET artefact | AID 1049 | active compounds read high | 200,000 compounds, 0.4% hits | TR-FRET ratio at 8 µM; in the data active means TR-FRET ratio above about 2000; further: inactives centre near 1500
bIAP inhibitor – blocks bovine intestinal alkaline phosphatase activity | purified bovine IAP, CDP-star luminescence, 30 min | inhibition, % at 20 µM | AID 1019 | 190,000 tested, under 10 active;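 active means over 50% inhibition of intestinal alkaline phosphatase at 20 µM in the single-dose screen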
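test system = bovine IAP enzyme | medium = DEA buffer 100 mM, pH 9.8, with MgCl2 1.0 mM, ZnCl2 0.02 mM | detection = luminescence | dosing = single compound dose of 20 µM, 2% DMSO final | incubation = 30 min reaction at room temperature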
* marks the source's active call; other numbers are inactive results; / = no result given.

SMILES | STAT3 blocker | bIAP activator | PPARg SRC-1 ag | TNAP act hi DEA | PPARg SRC-2 ag | ROMK mod | PPARg SRC3 recr | STAT1 inh | STAT3 activator | SRC2 TRFRET art | bIAP inhibitor
CCCCc1ccc(NC2=NCC(=O)N2CCc2ccccc2)cc1 | -2 | 0.9 | -9 | 1.1 | 3 | 1.1 | 9 | 0 | 106 | 1411 | 8
CCN1C(=O)/C(=C/C=C2/SCCN2C)SC1=S | 59* | 0.9 | 9 | 0.6 | -2 | -1.3 | 1 | -58 | 51 | 1470 | 13
CCOc1ccc(NC(=O)CSc2nnc(Cc3cccn3C)n2-c2ccc(OC)cc2)cc1 | 11 | 1 | 4 | 1 | -2 | / | 0 | 7 | 95 | 1478 | 2
CCOC(=O)C1CSC(CC(=O)Nc2ccc(Cl)c(Cl)c2)C(=O)N1 (centres undefined) | 1 | 0.9 | -1 | 1.1 | 7 | -0.41 | 0 | 10 | 99 | 1527 | 9
CC(C)CNC(=S)N1CCN(Cc2ccc3c(c2)OCO3)CC1 | 7 | 1 | 6 | 1 | 0 | -0.079 | -3 | 12 | 96 | 1506 | 0
O=C(NCc1cccnc1)C1c2ccccc2C(=O)N1C1CCCC1 (centres undefined) | 4 | 1 | 2 | 1 | -2 | / | 2 | 2 | 97 | 1503 | 4
COc1ccc(OC)c(C(O)c2coc3ccc(O)c(CN(C)C)c23)c1 (centres undefined) | -4 | 1 | -1 | 1 | 2 | -0.95 | 4 | 8 | 103 | 1514 | 0
Cc1ncsc1C(=O)NCc1ccc(N2CCCC2=O)cc1 | 10 | 1 | 2 | 1 | 0 | 1.6 | 2 | 9 | 93 | 1553 | 1
O=C(/C=C/c1ccco1)Nc1cc(Cl)ccc1C(=O)O | -1 | 1.1 | 2 | 1 | 0 | 0.53 | 1 | 3 | 99 | 1588 | -15
Cc1cccc(NC(=O)CSC2=NN3CCCC(=O)N=C3S2)c1C | / | 1.1 | 9 | 1 | 17 | / | 8 | 1 | / | 1693 | -7
CCOC(=O)C1=C(C)N=C2SCCC(=O)N2C1c1cccs1 (centres undefined) | 12 | 0.9 | 1 | 1.1 | 11 | / | 3 | 2 | 95 | 1442 | 5
NC(=O)CN(c1ccc(Cl)cc1)S(=O)(=O)c1ccccc1 | 8 | 0.9 | 0 | 1 | 4 | 0.14 | 3 | 13 | 96 | 1447 | 6
CC(=O)CC1(OC(C)=O)C(=O)N(C)c2ccccc21 (centres undefined) | 2 | 0.9 | 0 | 1.1 | 5 | / | 7 | 12 | 101 | 1492 | 12
COc1ccc(NC(C#N)c2ccc(OC)cc2)cc1 (centres undefined) | -5 | 0.9 | 5 | 1 | 6 | / | 4 | 4 | 111 | 1559 | 6
O=C(O)c1ccc(CSc2nnc(-c3ccco3)n2-c2ccccc2)cc1 | 1 | 1 | 4 | 1.1 | 0 | 0.18 | 2 | -5 | 105 | 1673 | 2
O=C1CCCc2c1[nH]c1ccccc21 | -23 | 0.9 | -3 | 1 | -7 | 0.5 | 0 | 1 | 125 | 1204 | 8
Clc1ccccc1-c1nnc2sc(-c3cccs3)nn12 | -7 | 1 | 3 | 1 | 5 | -0.5 | 4 | -11 | 110 | 1793 | 1
Cn1c(SCC(=O)Nc2cccc3ccccc23)nc(O)cc1=O | 6 | 0.9 | -12 | 1 | -2 | / | -4 | 9 | 98 | 1408 | 9
O=C1CC(c2ccc(S(=O)(=O)NCCOc3ccccc3)cc2)CN1 (centres undefined) | 9 | 0.9 | 8 | 1 | 5 | / | 3 | 5 | 94 | 1465 | 11
Nc1c(NCc2ccccc2F)c(=O)[nH]c(=O)n1Cc1ccccc1 | 3 | 0.9 | 3 | 1.1 | 6 | 1.2 | 1 | 6 | 101 | 1763 | 7
CC(C)(C)c1[nH]nc2c1C(c1ccncc1)C(C#N)=C(N)O2 (centres undefined) | 1 | 0.9 | 5 | 1 | 5 | -0.76 | -19 | -7 | 101 | 1569 | 6
O=C(CSc1nnc(SCc2ccccc2)s1)N/N=C/c1c(Cl)cccc1Cl | 11 | 0.9 | 4 | 1.1 | 5 | 0.98 | 4 | -1 | 92 | 1619 | 13
Cc1nn(-c2ccccc2)c(Cl)c1C(=O)NCC(=O)O | 4 | 0.9 | -8 | 1 | 2 | / | -3 | 2 | 99 | 1344 | 7
Cc1ccc(NC(=O)CC2S/C(=N/N=C/C=C/c3ccccc3)NC2=O)cc1Cl (centres undefined) | -11 | 0.8 | 9 | 0.9 | 6 | / | -4 | -3 | 105 | 1585 | 16

2 compounds from above, showing only PPARg SRC3 recr and STAT3 blocker.
smiles | PPARg SRC3 recr | STAT3 blocker
CC(C)(C)c1[nH]nc2c1C(c1ccncc1)C(C#N)=C(N)O2 (centres undefined) | -19 | 1
O=C(CSc1nnc(SCc2ccccc2)s1)N/N=C/c1c(Cl)cccc1Cl | 4 | 11

(listing goes on)
SMILES | STAT3 blocker | bIAP activator | PPARg SRC-1 ag | TNAP act hi DEA | PPARg SRC-2 ag | ROMK mod | PPARg SRC3 recr | STAT1 inh | STAT3 activator | SRC2 TRFRET art | bIAP inhibitor
Cn1c(/N=C/c2c(O)ccc3ccccc23)nc2ccccc21 | -36 | 0.9 | 6 | 1 | 2 | / | -15 | 11 | 134* | 1610 | 12
CCOC(=O)Cn1c(=O)sc2ccccc21 | 1 | 0.9 | 5 | 1 | 7 | / | 12 | -2 | 105 | 1546 | 8
Cc1ccc(N2C(=O)C3N=NN(CC(=O)N4N=C(c5cccc6ccccc56)CC4c4ccccc4)C3C2=O)cc1 (centres undefined) | -11 | 0.9 | 12 | 1 | 11 | / | 2 | -1 | 114 | 1820 | 13
O=C(COC(=O)c1c(F)cccc1F)Nc1ccc2[nH]c(=O)[nH]c2c1 | 15 | 1.2 | 2 | 1.1 | -2 | -0.44 | 1 | -2 | 96 | 1516 | -21
CCN1C(=O)/C(=C/N(C)C)c2ccccc21 | 5 | 1 | -13 | 1 | -6 | -0.36 | -7 | 4 | 99 | 1551 | 1
COc1ccc(C2C(C#N)=C(N)Nc3nc4ccccc4n32)cc1 (centres undefined) | 22 | 1.3 | 0 | 1 | -5 | / | 5 | -2 | 82 | 1631 | -28
O=C(CNC(=O)C1CCCCC1)Nc1ccccc1 | 0 | 0.7 | 1 | 1 | -3 | 0.48 | 0 | 10 | 102 | 1493 | 29
OC(COC(c1ccccc1)c1ccccc1)CN1CCCCC1 (centres undefined) | 10 | 1.1 | -1 | 1 | 7 | / | 3 | 1 | 96 | 1576 | -13
COc1ccc(OC)c(Cc2nnc(CCC(=O)NCc3ccc(C)s3)o2)c1 | 7 | 1.1 | -4 | 1 | -7 | / | 0 | -5 | 97 | 1393 | -15
O=C(/C=C/c1ccc2c(c1)OCO2)NCCCN1CCOCC1 | 2 | 1.4 | 2 | 1 | 9 | 0.17 | 5 | -7 | 96 | 1518 | -44
Cc1cc(C(=O)COC(=O)C2CCN(C(=O)c3ccc(Cl)cc3)CC2)c(C)n1CC1CCCO1 (centres undefined) | 10 | 1.1 | 11 | 1 | 6 | 0.62 | 6 | -12 | 98 | 1568 | -11
O=Cc1cn(CCC(=O)O)nc1-c1cc2ccccc2o1 | -5 | 1.2 | 2 | 1.1 | -12 | 0.44 | -1 | -3 | 102 | 1431 | -20
COc1ccccc1NS(=O)(=O)c1cc(C(=O)N2CC(C)CC(C)C2)ccc1C (centres undefined) | 0 | 1 | 4 | 1.1 | 8 | -1.8 | 5 | 9 | 99 | 1683 | -1
CC1=C(C)CC(C(=O)NC(C)CCc2ccccc2)C(C(=O)O)C1 (centres undefined) | -1 | 1.1 | 3 | 1 | 0 | 0.27 | -3 | -1 | 105 | 1279 | -8
O=C(N/N=C/c1ccccc1OC(F)F)c1cc(-c2ccncc2)nc2ccccc12 | -7 | 1.1 | 7 | 1 | 3 | 2.3 | -2 | -3 | 113 | 1490 | -14
O=C(NCc1ccccc1)C(C(=O)c1ccc(F)cc1)n1ccccc1=O (centres undefined) | 12 | 0.9 | -1 | 1 | 11 | / | 5 | 5 | 93 | 1730 | 7
COc1ccc(C(=O)Cc2cc(OC)c(OC)cc2[N+](=O)[O-])cc1 | 2 | 0.9 | 3 | 1 | -1 | / | 0 | -17 | 102 | 1487 | 6
Cc1ccc(NC(=S)NCc2ccc(S(N)(=O)=O)cc2)cc1Cl | 11 | 1 | 0 | 1 | 0 | 0.42 | 2 | 4 | 94 | 1499 | -2
COc1ccccc1NC(=O)C12CC3CC(C1)CC(c1ccc(C)cc1)(C3)C2 | 3 | 0.8 | 1 | 1 | 1 | -0.097 | 14 | -8 | 103 | 1613 | 21
CC12CCC(C(=O)NC(c3ccccc3)c3ccccc3)(OC1=O)C2(C)C (centres undefined) | 9 | 0.9 | 3 | 1 | 9 | -0.16 | 3 | 11 | 97 | 1695 | 14
O=C(c1ccc(C(=O)N2CCOCC2)s1)N1CCOCC1 | -4 | 0.9 | -7 | 0.6 | -1 | 0.5 | 0 | -2 | 103 | 1472 | 9
COc1ccc(C(=O)NCc2ccc(C)cc2)cc1S(=O)(=O)N1CCCc2ccccc21 | -9 | 0.8 | 5 | 1.1 | 9 | -1.4 | 1 | -2 | 108 | 1530 | 17
CCOc1ccccc1CNc1nc2nc3c(c(=O)n2[nH]1)CCC3 | 16 | 0.9 | 5 | 1 | 16 | / | 7 | 9 | 90 | 1699 | 7
Cc1ccccc1Cn1nnc2c1C(=O)c1ccccc1C2=O | 6 | / | -1 | / | -6 | 0.82 | -1 | -3 | 97 | 1450 | /
O=C(c1ccc(COCC(F)(F)F)cc1)N1CCN(c2ccccn2)CC1 | 0 | 1 | 5 | 1 | -4 | -0.43 | -2 | -1 | 103 | 1383 | 1
OCC1(CCOc2ccccc2)CCN(Cc2cn[nH]c2-c2ccccc2)CC1 | -2 | 1 | 6 | 1 | 3 | -0.26 | 2 | 1 | 107 | 1608 | -2
CC(C)CCN1CCN(Cc2ccc(Oc3ncccn3)cc2)CC1CCO (centres undefined) | 7 | 1 | -1 | 1 | 3 | -0.00013 | -3 | 0 | 99 | 1741 | 2

4 compounds out of the list above, arranged by the number in STAT3 activator, largest number first:
Compound	bIAP activator	PPARg SRC-1 ag	TNAP act hi DEA	PPARg SRC-2 ag	ROMK mod	PPARg SRC3 recr	STAT1 inh	STAT3 activator	bIAP inhibitor
O=C(c1ccc(COCC(F)(F)F)cc1)N1CCN(c2ccccn2)CC1	1	5	1	-4	-0.43	-2	-1	103	1
CC(C)CCN1CCN(Cc2ccc(Oc3ncccn3)cc2)CC1CCO (centres undefined)	1	-1	1	3	-0.00013	-3	0	99	2
O=C(NCc1ccccc1)C(C(=O)c1ccc(F)cc1)n1ccccc1=O (centres undefined)	0.9	-1	1	11	/	5	5	93	7
CCOc1ccccc1CNc1nc2nc3c(c(=O)n2[nH]1)CCC3	0.9	5	1	16	/	7	9	90	7
